IMPase inh: IMPase inhibition in cells. AID 901. 120,000 tested, under 10 active. inhibition (IP1 accumulation), % at 46.1 µM. P97697. CHO-M1 cells, IP1 accumulation, HTRF TR-FRET ratio; active = well fitted curve in the direction sought with a large enough effect in the signal ratio, not every such curve was filed as active; inconclusive = small, poorly fitted or top-dose-only effect, or a change in a side signal; inactive = no such curve, though single readings can be large or run the other way; the % refers to the signal ratio;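 note: cells stimulated with carbachol in lithium chloride buffer; plate controls were DMSO basal wells for no effect and reference inhibitor wells for full effect; higher means more IMPase inhibition seen as more IP1 and lower FRET ratio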
Target sequence (P97697 whole entry, looked up): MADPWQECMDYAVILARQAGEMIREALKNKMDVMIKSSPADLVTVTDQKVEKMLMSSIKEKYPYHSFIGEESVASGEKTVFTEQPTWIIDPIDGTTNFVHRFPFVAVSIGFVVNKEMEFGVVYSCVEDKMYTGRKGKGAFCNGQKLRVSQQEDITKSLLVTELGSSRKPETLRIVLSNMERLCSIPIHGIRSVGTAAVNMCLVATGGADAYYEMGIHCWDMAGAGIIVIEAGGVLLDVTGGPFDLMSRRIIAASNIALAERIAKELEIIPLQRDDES
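CHO-M1, 2000 cells/well, cultured 16–30 h; cpd up to 46 uM; carbachol (50 uM solution, stimulation buffer w/ 50 mM LiCl, pH 7.4), 30 min 37C; IP-One TR-FRET, 10 min RT; Ex 320/Em 665, 620; Hill-fit AC50.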
The depositor's hits bear a star; ? = inconclusive.

The opening 14 records, ahead of the listing:
Compound | IMPase inh
O=C(Nc1ccc(Br)cc1)c1cc2nc(-c3ccccc3)cc(-c3ccccc3)n2n1 | -1.1
NC(=O)COc1ccc(-c2noc(COc3ccc(Cl)cc3)n2)cc1 | 4.0
CCCCCn1c(=N)c(S(=O)(=O)c2ccccc2)cc2c(=O)n3ccccc3nc21 | 4.1
Cc1ccccc1C(=O)Nc1sc2c(c1C(=O)N1CCCCC1)CCC(C)C2 (stereo not drawn) | 1.4
CCOC(=O)c1cnc2ccc(C)cc2c1Nc1ccc(OCc2ccccc2Cl)cc1 | 5.6
O=C(COC(=O)c1cccc(NC(=O)c2ccc(Br)cc2)c1)c1ccc(Br)cc1 | -2.5
COc1ccc(C(=O)COC(=O)CCCC(=O)Nc2cc(C(F)(F)F)ccc2Cl)cc1 | 10.4
COc1ccc(-c2csc3nc(-c4ccc(Cl)cc4)oc(=O)c23)cc1 | 7.1
Cc1ccc(Nc2c(-c3ccsc3)nc3cccc(C)n23)cc1 | 4.9
Cc1cc(C)n(-c2nc3ccccc3nc2Nc2ccc(Cl)c(C(=O)OC(C)C)c2)n1 | 1.7
CCc1nc2ccccc2n2c(-c3ccc(C)cc3)c3c(=O)n(C)c(=O)n(C)c3c12 | -3.9
Cc1ccc(Nc2nc(Nc3ccc(C)c(C)c3)nc(N3CCOCC3)n2)cc1C | 4.2
CC1=C(C(=O)OC2CCCC2)C(c2ccc(Cl)cc2)CC(=O)N1 (stereo not drawn) | 1.1
Cc1ccc(NC(=O)CSc2nnc(N)s2)c(C)c1 | 2.3

All compounds of this part, previewed entries included:
Compound | IMPase inh
O=C(Nc1ccc(Br)cc1)c1cc2nc(-c3ccccc3)cc(-c3ccccc3)n2n1 | -1.1
NC(=O)COc1ccc(-c2noc(COc3ccc(Cl)cc3)n2)cc1 | 4.0
CCCCCn1c(=N)c(S(=O)(=O)c2ccccc2)cc2c(=O)n3ccccc3nc21 | 4.1
Cc1ccccc1C(=O)Nc1sc2c(c1C(=O)N1CCCCC1)CCC(C)C2 (stereo not drawn) | 1.4
CCOC(=O)c1cnc2ccc(C)cc2c1Nc1ccc(OCc2ccccc2Cl)cc1 | 5.6
O=C(COC(=O)c1cccc(NC(=O)c2ccc(Br)cc2)c1)c1ccc(Br)cc1 | -2.5
COc1ccc(C(=O)COC(=O)CCCC(=O)Nc2cc(C(F)(F)F)ccc2Cl)cc1 | 10.4
COc1ccc(-c2csc3nc(-c4ccc(Cl)cc4)oc(=O)c23)cc1 | 7.1
Cc1ccc(Nc2c(-c3ccsc3)nc3cccc(C)n23)cc1 | 4.9
Cc1cc(C)n(-c2nc3ccccc3nc2Nc2ccc(Cl)c(C(=O)OC(C)C)c2)n1 | 1.7
CCc1nc2ccccc2n2c(-c3ccc(C)cc3)c3c(=O)n(C)c(=O)n(C)c3c12 | -3.9
Cc1ccc(Nc2nc(Nc3ccc(C)c(C)c3)nc(N3CCOCC3)n2)cc1C | 4.2
CC1=C(C(=O)OC2CCCC2)C(c2ccc(Cl)cc2)CC(=O)N1 (stereo not drawn) | 1.1
Cc1ccc(NC(=O)CSc2nnc(N)s2)c(C)c1 | 2.3
Cc1ccc(-c2nc3c4c(-c5ccccc5)c(-c5ccccc5)oc4ncn3n2)cc1 | -7.1
CCOC(=O)c1cccc2c1N[C@@H](c1ccc(F)cc1)[C@H]1CC=C[C@@H]21 | -0.7
CCOC(=O)c1sc(NC(=O)C2c3ccccc3Oc3ccccc32)c(C#N)c1C | -1.7
CCOC(=O)c1ccc2nc(C)cc(Nc3ccc(OC(C)C)cc3)c2c1 | 9.3
COc1ccc(NC(=O)CCN2CCN(CCO)CC2)cc1 | -15.5
N#Cc1c(-n2ncnc2-c2ccccc2C(F)(F)F)sc2c1CCCCC2 | -10.7
O=C(O)c1cccc(Nc2ncnc3ccc(Br)cc23)c1 | -2.2
O=C(Nc1ccc(Br)cc1)c1cccc(S(=O)(=O)N2CCc3ccccc32)c1 | 0.6
CCCCCOC(=O)CSc1ncnc2sc3c(c12)CCC(C)C3 (stereo not drawn) | -2.9
CCC(Sc1nnc2c(n1)[nH]c1ccccc12)C(=O)Nc1nnc(C(C)C)s1 (stereo not drawn) | -2.9
O=C(CCCn1c2ccccc2c(=O)c2ccccc21)Nc1cccc(Cl)c1 | -7.2
Cn1c(=O)n(C)c2cc(S(=O)(=O)Nc3ccccc3C(=O)O)ccc21 | 8.7
O=C(COC(=O)c1cc(-c2cccs2)nc2ccccc12)c1ccc(F)cc1 | -6.8
CCc1nnc2c(NCc3cccc(OC)c3)nc3ccccc3n12 | -6.4
Cc1cc(NS(=O)(=O)c2ccc(NC(=O)COc3c(C)cc(Br)cc3C)cc2)no1 | 1.9
CC(=O)c1ccc(NC(=O)c2ncn(-c3ccccc3)n2)cc1 | -1.3
O=C(CN1CCN(Cc2ccccc2F)C1=O)NCc1ccccc1 | 4.0
CC(C)(C)c1ccccc1NC(=O)c1cnn2c(C(F)F)cc(-c3ccccc3)nc12 | 3.0
Cc1cc(OCC(=O)Nc2ccc(-c3nc4cc(Cl)ccc4o3)cc2)cc(C)c1Cl | -3.2
O=C(c1ccco1)n1nc(-c2ccccc2)nc1NCc1ccccc1Cl | ?
COc1ccc(Nc2c(-c3ccc(N4CCOCC4)cc3)nc3ncccn23)cc1OC | 8.1
COc1ccc(Br)c2c1-c1nc(NC(=O)c3ccccc3SC)sc1C2 | ?
CCOC(=O)c1c(Nc2ccc(C)cc2)nnc(-c2ccccc2)c1-c1ccccc1 | -0.8
Cc1cccc(N(CC(=O)NC(C)c2ccccc2)S(=O)(=O)c2ccccc2)c1C (stereo not drawn) | -0.6
Cc1cccc(NC(=O)c2c(NC(=O)c3ccccc3)sc3c2CCCC3)c1 | -2.2
CCOC(=O)c1sc(NC(=O)/C=C/c2ccc(C(C)C)cc2)c(C(=O)OCC)c1C | 0.2
CC1CCCCN1C(=O)CSc1nnc(-c2cccc(Cl)c2)o1 (stereo not drawn) | 9.2
Oc1ccc(/C=C/c2nc(-c3ccccc3O)n(-c3ccccc3)n2)c(O)c1 | 7.1
COc1ccccc1OCC(=O)Nc1c(C(=O)c2ccc(F)cc2)oc2ccccc12 | 10.2
CCOc1ccc(NC(=O)NCCN2CCN(c3cccc(C)c3C)CC2)cc1 | 7.0
CCOCCCn1c(=N)c(C(=O)NC(C)c2ccccc2)cc2c(=O)n3cc(C)ccc3nc21 (stereo not drawn) | 1.9
Cc1ccc(S(=O)(=O)N2CCC(C(=O)Nc3ccc(C)c(Cl)c3)CC2)cc1 | 3.4
Cc1cc(C)c(C)c(OCC(=O)Nc2ccc(S(=O)(=O)Nc3nc(C)cc(C)n3)cc2)c1 | -1.2
Cc1ccc(NC(=O)Nc2cccc(C)n2)cc1 | ?
Cc1cccc(C(=O)Nc2sc3c(c2C(=O)N2CCCCC2)CCC(C)C3)c1 (stereo not drawn) | 4.3
COC(=O)c1sc(N2C(=O)c3oc4ccc(C)cc4c(=O)c3C2c2ccc(OC)cc2)nc1C (stereo not drawn) | -2.6
O=C(C1CCCN(S(=O)(=O)c2ccc(Br)s2)C1)N1CCN(c2ccc(F)cc2)CC1 (stereo not drawn) | 14.7
Cc1cc(NC(=O)C2CCN(S(=O)(=O)c3ccc(Br)s3)CC2)ccc1Br | ?
COc1cccc(CNC(=O)c2nnc(Cc3ccc(Cl)cc3)o2)c1 | 0.6
CCOC(=O)c1c(NC(=O)c2cc3ccccc3c(=O)o2)sc2c1CCC(C(C)(C)C)C2 (stereo not drawn) | 3.1
CCCC(=O)Nc1cc2nn(-c3ccc(OC)cc3)nc2cc1C | -5.6
COc1cc2c(-c3cc(Br)ccc3O)nc3c(c(C)nn3-c3ccccc3)c2cc1OC | -8.0
Cc1cccn2cc(-c3cccc(NC(=O)C(C)C)c3)nc12 | -2.2
Cc1ccccc1OCCn1c(=N)n(C(C)C)c2ccccc21 | 7.8
COc1ccc(CNC(=O)C2CCN(S(=O)(=O)c3ccc(F)cc3)CC2)cc1 | 6.5
COc1cc(NS(=O)(=O)c2ccc(NC(=O)c3ccc(Cl)cc3Cl)cc2)nc(OC)n1 | -10.5

(continued)
Compound | IMPase inh
Cc1c(NC(=O)Nc2ccccc2C(F)(F)F)c(=O)n(-c2ccccc2)n1C | 11.2
Cc1ccccc1NC(=O)c1cc2c(-c3ccccc3)nn(-c3ccccc3)c2s1 | -0.8
O=C(CCS(=O)(=O)c1cc(Br)cc2c1N(C(=O)C1CC1)CC2)N1CCN(c2cccc(C(F)(F)F)c2)CC1 | 9.0
CCN(C(=O)CCc1nc(-c2ccc(C)cc2)no1)c1cccc(Cl)c1 | 11.8
COc1cccc(NC(=O)CCN2CCN(CCO)CC2)c1 | -2.2
COc1ccc(C)cc1Nc1nc2ccccc2c2nnc(C)n12 | ?
Cc1nnc2c(N3CCN(c4ccccc4)CC3)nc3ccc(C(=O)c4ccccc4)cc3n12 | -0.3
CC(C)(C)c1ccc(OCC(=O)Nc2ccc(C(=O)OC3CCCCC3)cc2)cc1 | -7.5
COc1ccc(-c2nn(-c3ccccc3)cc2C2NC(=O)NC(C)=C2C(=O)OC(C)C)cc1OC (stereo not drawn) | -0.2
COc1ccc(-c2nc3ccccc3n3c(-c4ccccc4)c4c(=O)n(C)c(=O)n(C)c4c23)cc1OC | 10.8
CCOC(=O)C1CCCN(CCC(=O)Nc2cccc(C)c2)C1 (stereo not drawn) | -8.8
COc1ccc(N2CCN(C(=O)CCS(=O)(=O)c3cc(Br)cc4c3N(C(=O)C3CC3)CC4)CC2)cc1 | 12.6
CCCCC(=O)NC1(C(F)(F)F)C(=O)Nc2c1c(=O)[nH]c(=O)n2-c1ccc(C)c(C)c1 (stereo not drawn) | 6.7
Cc1ccc2oc(=O)n(CCCOc3ccc(Cl)cc3)c2c1 | 10.3
CCCn1c(=N)c(C(=O)NCc2cccnc2)cc2c(=O)n3ccccc3nc21 | -7.4
CS(=O)(=O)N(CC(=O)NCCc1ccccc1)c1cc(C(F)(F)F)ccc1Cl | -4.7
CCOC(=O)c1sc(NC(=O)COc2ccccc2Cl)c(C(=O)OCC)c1C | 9.5
COc1ccccc1CNC(=O)c1ccc(Nc2nc3ccccc3n3nnnc23)cc1 | 5.2
Cc1cccc(Nc2nnc(-n3nc(C)cc3C)c3ccccc23)c1 | -4.3
COc1ccccc1NC(=O)Cn1c(=O)n(-c2ccc(C)cc2)c(=O)c2ccc(C(=O)NCc3ccco3)cc21 | -12.7
CN1CCc2c(sc3c2C(=O)NC(c2ccc(C(C)(C)C)cc2)N3)C1 (stereo not drawn) | -6.8
CCN1C(C(=O)c2ccccc2)=C(OC(=O)c2ccccc2OC)c2ccccc2S1(=O)=O | 10.9
COC(=O)C1=C(C)N=C2SCCC(=O)N2C1c1ccc(OCc2ccccc2)c(OC)c1 (stereo not drawn) | 3.1
CC(=O)c1c(C)oc2c1cc(NS(=O)(=O)c1ccc(Cl)c(C)c1)c1ccccc12 | 2.2
CCOC(=O)CNC(c1ccccc1)c1cc(Br)ccc1NC(=O)c1ccc(Cl)cc1 (stereo not drawn) | -7.9
CCC(=O)Oc1ccc(C2Nc3ccccc3-c3nnc(SC)nc3O2)cc1 (stereo not drawn) | 4.5
CCOc1cccc(NC(=O)C2CC(=O)N(CC)C(=Nc3ccc(F)cc3)S2)c1 (stereo not drawn) | 9.3
O=C(NCCc1ccc(Cl)cc1)c1nnc(Cc2ccc(Cl)cc2Cl)o1 | -2.9
Cc1cccc(NC(=O)C2CCN(S(=O)(=O)c3ccc(F)cc3)CC2)c1C | -7.7
COc1ccccc1NC(=O)c1sc2nc(C)c(C(=O)Nc3ccc(C)cc3C)c(-c3ccc(C)o3)c2c1N | -0.2
COc1ccccc1C1CC(=O)NC(C)=C1C(=O)OC1CCCCCC1 (stereo not drawn) | 11.0
CC(=O)c1ccc(N2CCN(C(=O)C3CCN(S(=O)(=O)c4ccc(Br)s4)CC3)CC2)cc1 | 8.2
Cc1ccc(-c2nnc(Nc3cccc(O)c3)c3ccccc23)cc1S(=O)(=O)NCC1CCCO1 (stereo not drawn) | 4.8
Cc1ccc(C(=O)Nc2ccc3oc(-c4ccncc4)nc3c2)c(Cl)c1 | 8.3
COc1cc2ccccc2cc1C(=O)Nc1ccc(Cl)c(-c2nc3ccccc3o2)c1 | -0.8
Cc1ccc(-n2nc3ccc(NC(=O)c4oc5ccccc5c4C)cc3n2)cc1 | -8.1
CCOC(=O)c1ccccc1NC(=O)CN(c1ccccc1)S(=O)(=O)c1ccc(OCC)cc1 | 3.3
Cc1ccc(NC(=O)c2cc(S(=O)(=O)N3CCOCC3)c(Cl)cc2Cl)cc1 | -6.2
C=C(C)CSc1nc(-c2ccccc2)cc(-c2ccc(OC)cc2)c1C#N | 1.4
COc1ccccc1N(CC(=O)NCCSCc1ccccc1)S(=O)(=O)c1ccc(C)cc1 | 3.8
O=C(c1ccc(F)cc1)n1nc(-c2ccccc2)nc1NCc1ccc(F)cc1 | 11.5
Cc1cc(OC(C)C(=O)Nc2c(C(=O)c3ccc(F)cc3)oc3ccccc23)ccc1Cl (stereo not drawn) | -0.1
CCCOc1ccccc1C1Oc2nc(SC)nnc2-c2ccccc2N1C(C)=O (stereo not drawn) | 2.3

From PubChem BioAssay

This is a subset; count on the stated rates, not on these rows.
